# NCI-60 one-dose screen, 48 h, at 10 µM unless noted. Numbers give growth in % (100 = growth as untreated, 0 = no growth, -100 = all killed).
# PC-3 = PC-3 prostate cancer cells; 80,000 tested, 3.9% active
# OVCAR-5 = OVCAR-5 ovarian cancer; 82,000 tested, 2.9% active
# OVCAR-8 = OVCAR-8 ovarian cancer; 81,000 tested, 4.4% active; AID 1794782
# DU-145 = DU-145 prostate cancer | 81,000 tested, 4.2% active | AID 1794760
# HCC-2998 = HCC-2998 colon cancer; 79,000 tested, 4.7% active; AID 1794799
# KM12 = KM12 colon cancer cells. 82,000 tested, 5% active. AID 1794800
# OVCAR-4 = OVCAR-4 ovarian cancer cells. 80,000 tested, 3.7% active
# SW-620 = SW-620 colon cancer; 82,000 tested, 5.2% active
# OVCAR-3 = OVCAR-3 ovarian cancer; 79,000 tested, 7% active
# * hit, by the source's call; x = no result given; & = joins results of further samples; [ ] = remark or other dose. Rule for the calls: active = growth percent below 10; inactive = the rest. This is a random part of the collection. About 10% of those tested had a hit in this group.
entry	Structure	OVCAR-3	HCC-2998	OVCAR-5	SW-620	DU-145	PC-3	OVCAR-8	OVCAR-4	KM12
1	O=C1COc2ccccc2C(=O)N1CCCCNc1ccc(S(=O)(=O)Nc2ncccn2)cc1	105	105	117	103	101	71	91	103	99
2	COC(=O)CCCNc1c(-c2c(O)c(O)cc3c(O)c(-c4c(C)cc5c(-c6nc7ccccn7c6NCCCC(=O)OC)c(O)c(O)cc5c4O)c(C)cc23)nc2ccccn12	65	72	119	60	30	53	51	99	32
3	COc1cccc(NC(=O)Nc2ccc(Oc3ncnc4[nH]c(C)c(C)c34)cc2)c1	103	103	129	82	92	81	77	99	52
4	CN(C)c1nc(-c2cccs2)n2nc(-c3ccc(Cl)cc3)cc2n1	15	49	76	57	72	47	12	-39*	73
5	O=[N+]([O-])c1ccccc1CN1CCCCC1	109	101	102	106	x	92	108	114	128
6	CN1c2ccncc2Sc2ccncc21	105	119	97	111	126	106	114	111	107
7	CC[N+](C)(CC)CC[N+]1(C)CCCCCCC1	105	105	119	101	104	109	102	96	104
8	CCCCOC(=O)C(=O)OCCCC	113	101	107	109	110	107	100	106	103
9	O=c1[nH]cncc1F	114	101	99	105	108	95	91	117	116
10	O=C1NNC(=NCC(=O)n2ccc3ccccc32)Nc2ccccc21	85	101	101	98	111	71	102	85	97
11	CCOC(=O)c1cc(C(=O)c2ccc(OC)c(OC)c2)n2ccc3ccccc3c12	121	105	93	99	103	100	94	107	100
12	COC(=O)c1c[nH]c2ccc3ccccc3c(=O)c12	99	110	108	111	105	92	91	93	92
13	CC(=O)c1sc2nc(-c3cnccn3)cc(-c3cccs3)c2c1N	111	107	102	109	98	98	96	104	100
14	O=C(/C=C/Nc1ccc(S(=O)(=O)Nc2cnc3ccccc3n2)cc1)c1cc2cc(Br)ccc2oc1=O	109	118	107	130	105	94	101	105	100
15	O=c1ccccn1-c1ccc(C2=NCCO2)cc1	112	100	101	99	102	100	111	102	103
16	CCCc1cc(=O)[nH]c2nncn12	123	100	106	108	125	100	103	116	116
17	COc1ccc(-c2nc3sccn3c2-c2ccnc(NCCCNS(=O)(=O)c3ccccc3)n2)cc1	74	105	118	96	61	76	55	66	39
18	CN1CCN(CN2N=C3c4ccsc4CCCC3CC2=O)CC1 (stereo not drawn)	109	110	98	100	108	93	103	101	97
19	O=C1/C(=C\c2ccc(Br)cc2)CN(C(=O)c2ccccc2F)C/C1=C\c1ccc(Br)cc1	-53*	-81*	69	-56*	6.5*	3.9*	1.5*	18	x
20	N#CC(c1ccccc1)C(C#N)c1ccccc1 (stereo not drawn)	111	112	110	107	114	96	102	106	114
21	CN(C)CCC(=O)c1c[nH]c2ccccc12	110	115	109	111	111	84	112	111	102
22	CCOC(=O)CCCn1c(-c2ccccc2)cc(-c2ccccc2)c(C#N)c1=O	103	98	99	88	97	64	86	95	83
23	C/C(=N\NC(=S)Nc1ccccc1)c1cc2ccccc2oc1=O	x	113	110	101	106	92	100	100	102
24	O=[P@@]1(c2ccccc2)O[C@H](COCc2ccccc2)[C@@H](OCc2ccccc2)[C@H](OCc2ccccc2)[C@H]1NCc1ccccc1	19	39	12	22	46	11	24	x	15
25	CSc1nc(-c2cccc(N)c2)c(C#N)c(=O)n1C	111	106	94	106	110	101	98	98	101
26	Cc1ccc(-c2cc(C(=O)N=Nc3c(O)[nH]c4ccccc34)c3ccccc3n2)cc1	-66*	48	69	8.1*	3.3*	48	-16*	1.6*	24
27	CCn1cc(-c2ccnc(NCCCNS(=O)(=O)c3ccccc3)c2)c(-c2cccc(O)c2)n1	107	136	120	123	100	62	83	92	102
28	Nc1nc(=O)n(C2CCCCO2)cc1Br (stereo not drawn)	132	112	106	107	127	96	105	106	120
29	COc1cc2c3c(c1)nc(C)n3CCC2	109	100	102	107	109	90	96	96	108
30	CCCCCN(CCCCC)C(C)C(O)c1ccc2cc(Br)c3ccccc3c2c1 (stereo not drawn)	100	95	90	84	110	85	101	85	94
31	CCNS(=O)(=O)NCC	123	x	x	104	118	99	100	103	112
32	Cc1ccc([C@@H]2C[C@@H]3Cc4cc(Cl)ccc4N2O3)o1	113	113	90	108	111	94	99	x	103
33	Cc1ccc(S(=O)(=O)NCCNc2nc(Nc3ccc(N4CCN(C)CC4)cc3)nc3ccsc23)cc1	x	104	113	103	102	88	104	95	100
34	CN=C(NC)N/N=C(C)\C=N\NC(=NC)NC	107	110	116	100	109	95	102	112	104
35	CN(C)c1ccc2oc(=O)c3ccccc3c2c1	103	88	92	85	105	x	104	69	91
36	CC(C)(C)n1cc(-c2ccnc(NCCNS(=O)(=O)c3ccc(F)cc3)c2)c(-c2cccc(O)c2)n1	71	31	69	11	75	36	62	56	36
37	C#COc1cccc(Nc2ncnc3cc(NC(=O)[C@H](C)Cl)ccc23)c1	7.9*[6.25 µM]	5.8*[6.25 µM]	25[6.25 µM]	14[6.25 µM]	20[6.25 µM]	95[6.25 µM]	9.3*[6.25 µM]	57[6.25 µM]	18[6.25 µM]
38	O=C(NC1CC1)c1cnn2c1NC(c1ccc(F)cc1)C2 (stereo not drawn)	109	112	99	97	105	99	100	99	102
39	Cc1ccc(C(=O)C(c2c[nH]c3ccccc23)c2c[nH]c3ccccc23)cc1	29	4.9*	47	0.9*	4.6*	17	44	44	26
40	CCC1(c2ccc(F)cc2)NC(=O)NC1=O (stereo not drawn)	108	105	109	96	114	102	101	113	105
41	CCCS(=O)(=O)Oc1ccc(NC(=O)C23CC4CC(CC(C4)C2)C3)cc1	103	93	106	108	100	83	96	96	91
42	COc1ccc(-n2c(SCc3cn(-c4ccc(Cl)cc4)nn3)nc3ccccc3c2=O)cc1	95	104	110	94	103	84	101	101	89
43	O=C1CC=Nc2ccc([N+](=O)[O-])cc21	106	98	105	104	110	100	99	113	103
44	Nc1ccc2c(c1)[nH]c(=O)c1cc(N)ccc12	118&110	109&94	99&101	102&110	111&110	94&91	106	111&108	103&90
45	C1Cc2[nH]nc(-c3n[nH]c4c3CCC4)c2C1	113	103	97	103	105	104	106	92	107
46	CCCCNC(=O)NS(=O)(=O)c1ccc(C)cc1	111&116&126	109&107&101	109&106	102&101&114	103&118&117	94&100&95	106&101&113	112&109&124	101&105&115
47	Ic1ccc2[nH]cc(SSc3c[nH]c4ccc(I)cc34)c2c1	-9.4*	4.8*	43	39	73	8.0*	33	25	6.3*
48	CCCCOCCOCCOC(=O)c1ccccc1	104	104	98	97	103	62	89	100	99
49	O=C(CCNC(=O)OCc1ccccc1)NC(CSCc1ccccc1)C(=O)O (stereo not drawn)	110	104	106	111	109	108	104	100	109
50	CC(C)c1ncc([N+](=O)[O-])n1C	125	105	103	98	122	102	98	117	111
51	C[C@@H]1CC[C@]23COC(=O)[C@@]1(CCc1ccoc1)[C@H]2CC[C@@H]1O[C@@]13C	118	108	96	107	111	98	102	106	112
52	c1nc(C2OCCO2)sc1CN1CCCCC1	99	92	94	89	100	92	109	97	94
53	Cc1cc(NCCCCNc2ccnc3cc(Cl)ccc23)nc(Nc2ccc(C(=O)N3CCCC3)cc2)n1	61	8.6*	108	-12*	48	36	12	48	56
54	COc1ccc(/C=C2\C(=N)N=C(SCc3nc4ccccc4[nH]3)NC2=O)cc1	110	116	119	99	115	122	107	102	105
55	Nc1nc(Sc2ccccc2)c2c(n1)C(=O)NCC2	108	88	94	96	104	94	93	98	94
56	C=CC(=O)Nc1cc2c(Nc3ccc(F)c(Cl)c3)ncnc2cc1C#CC(C)(C)N1CCN(C)CC1	-97*	-82*	-95*	-78*	-99*	-87*	-73*	-96*	-90*
57	Cc1ccc(-n2c(-c3cc4c([nH]c5ccccc54)c(-c4cccc(O)c4)n3)n[nH]c2=S)cc1	-36*	-52*	50	10	-17*	19	0.8*	26	5.0*
58	O=c1ccc(=Nc2ccc(NNc3ccccc3)cc2)c2c(=O)c3c([N+](=O)[O-])ccc(O)c3c(=O)c1=2	91	109	116	115	106	72	86	92	107
59	COc1cc(-c2nc(-c3nnc(-c4ccc(N(C)C)cc4)o3)c3ccccn23)cc(OC)c1OC	67	80	107	90	75	77	45	95	62
60	N#Cc1c(Cl)nc(SCc2ccccc2)nc1-c1ccc(Cl)cc1	x	109	105	102	111	102	101	103	102

# Part of the list above, with one line to a screen.
1	O=C1COc2ccccc2C(=O)N1CCCCNc1ccc(S(=O)(=O)Nc2ncccn2)cc1
2	COC(=O)CCCNc1c(-c2c(O)c(O)cc3c(O)c(-c4c(C)cc5c(-c6nc7ccccn7c6NCCCC(=O)OC)c(O)c(O)cc5c4O)c(C)cc23)nc2ccccn12
3	COc1cccc(NC(=O)Nc2ccc(Oc3ncnc4[nH]c(C)c(C)c34)cc2)c1
4	CN(C)c1nc(-c2cccs2)n2nc(-c3ccc(Cl)cc3)cc2n1
5	O=[N+]([O-])c1ccccc1CN1CCCCC1
6	CN1c2ccncc2Sc2ccncc21
7	CC[N+](C)(CC)CC[N+]1(C)CCCCCCC1
8	CCCCOC(=O)C(=O)OCCCC

Assay by compound | 1 | 2 | 3 | 4 | 5 | 6 | 7 | 8
OVCAR-3 | 105 | 65 | 103 | 15 | 109 | 105 | 105 | 113
HCC-2998 | 105 | 72 | 103 | 49 | 101 | 119 | 105 | 101
OVCAR-5 | 117 | 119 | 129 | 76 | 102 | 97 | 119 | 107
SW-620 | 103 | 60 | 82 | 57 | 106 | 111 | 101 | 109
DU-145 | 101 | 30 | 92 | 72 | x | 126 | 104 | 110
PC-3 | 71 | 53 | 81 | 47 | 92 | 106 | 109 | 107
OVCAR-8 | 91 | 51 | 77 | 12 | 108 | 114 | 102 | 100
OVCAR-4 | 103 | 99 | 99 | -39* | 114 | 111 | 96 | 106
KM12 | 99 | 32 | 52 | 73 | 128 | 107 | 104 | 103

9	O=c1[nH]cncc1F
10	O=C1NNC(=NCC(=O)n2ccc3ccccc32)Nc2ccccc21
11	CCOC(=O)c1cc(C(=O)c2ccc(OC)c(OC)c2)n2ccc3ccccc3c12
12	COC(=O)c1c[nH]c2ccc3ccccc3c(=O)c12
13	CC(=O)c1sc2nc(-c3cnccn3)cc(-c3cccs3)c2c1N
14	O=C(/C=C/Nc1ccc(S(=O)(=O)Nc2cnc3ccccc3n2)cc1)c1cc2cc(Br)ccc2oc1=O
15	O=c1ccccn1-c1ccc(C2=NCCO2)cc1
16	CCCc1cc(=O)[nH]c2nncn12

Assay by compound | 9 | 10 | 11 | 12 | 13 | 14 | 15 | 16
OVCAR-3 | 114 | 85 | 121 | 99 | 111 | 109 | 112 | 123
HCC-2998 | 101 | 101 | 105 | 110 | 107 | 118 | 100 | 100
OVCAR-5 | 99 | 101 | 93 | 108 | 102 | 107 | 101 | 106
SW-620 | 105 | 98 | 99 | 111 | 109 | 130 | 99 | 108
DU-145 | 108 | 111 | 103 | 105 | 98 | 105 | 102 | 125
PC-3 | 95 | 71 | 100 | 92 | 98 | 94 | 100 | 100
OVCAR-8 | 91 | 102 | 94 | 91 | 96 | 101 | 111 | 103
OVCAR-4 | 117 | 85 | 107 | 93 | 104 | 105 | 102 | 116
KM12 | 116 | 97 | 100 | 92 | 100 | 100 | 103 | 116

17	COc1ccc(-c2nc3sccn3c2-c2ccnc(NCCCNS(=O)(=O)c3ccccc3)n2)cc1
18	CN1CCN(CN2N=C3c4ccsc4CCCC3CC2=O)CC1 (stereo not drawn)

Assay by compound | 17 | 18
OVCAR-3 | 74 | 109
HCC-2998 | 105 | 110
OVCAR-5 | 118 | 98
SW-620 | 96 | 100
DU-145 | 61 | 108
PC-3 | 76 | 93
OVCAR-8 | 55 | 103
OVCAR-4 | 66 | 101
KM12 | 39 | 97

# Later entries.
entry	Structure	OVCAR-3	HCC-2998	OVCAR-5	SW-620	DU-145	PC-3	OVCAR-8	OVCAR-4	KM12
61	COC(=O)c1ccccc1OC(=O)c1ccccc1	123	103	112	103	113	108	110	98	110
62	NS(=O)(=O)c1cc2c(cc1Cl)NCNS2(=O)=O	117	96	99	103	111	98	98	110	107
63	Nc1[nH]nc2[nH]c(=S)nc(-c3ccc(Cl)cc3Cl)c12	105	109	98	88	108	78	94	82	100
64	Cc1cc(-c2ccccc2)n(N2C(=O)CSC2c2ccc(Cl)cc2)c(=S)n1 (stereo not drawn)	98	94	107	96	103	93	99	90	101
65	COc1ccc(C2CC(c3ccc(Cl)cc3)=NN2/C=C2\SC(=S)N(c3ccc(OC(C)=O)cc3)C2=O)cc1 (stereo not drawn)	89	95	102	93	94	84	78	90	92
66	COC(=O)C1Cc2c([nH]c3ccccc23)C2CCC(=O)N12 (stereo not drawn)	112&110	104&105	104&102	105&105	116&109	91&101	100&104	96&104	107&104
67	CCOC(=O)c1cnc2sc(-c3ccccc3)nc2c1N	98	90	89	96	101	96	108	107	94
68	COc1ccc(/C(C)=N/NC(=O)CSc2nc3ccccc3c(=O)n2Cc2ccc(S(N)(=O)=O)cc2)cc1OC	116	113	91	101	116	100	99	101	101
69	O=c1c(O)c(N[C@H]2C=C[C@@H](CO)C2)c1=O	122	106	108	112	120	110	107	102	116
70	CC(=O)C1=C(O)C2(O)C(=O)c3c(c(C)c4ccc(C)c(O)c4c3O)CC2C(N)C1=O (stereo not drawn)	113	95	82	99	97	82	x	103	108
71	Cc1cc(C)nc(NS(=O)(=O)c2ccc(Nc3nc4nc(=S)[nH]c(-c5ccc(O)cc5)c4c(=O)[nH]3)cc2)n1	68	101	90	95	104	85	106	89	96
72	O=c1c2ccccc2nc(-c2ccccc2)n1/N=C/c1ccc2ccccc2c1	67	58	69	x	56	53	51	86	45
73	C=CCNS(=O)(=O)Cc1cc(-c2ccccc2)no1	108	109	95	101	109	100	101	103	108

# Just KM12 and PC-3 (2 entries from above):
entry	SMILES	KM12	PC-3
61	COC(=O)c1ccccc1OC(=O)c1ccccc1	110	108
62	NS(=O)(=O)c1cc2c(cc1Cl)NCNS2(=O)=O	107	98
